MIN6 prolif: MIN6 beta-cell proliferation induction | proliferation, % at 10 µM | 330,000 tested, 0.29% active | MIN6 cells proliferation, ATPlite luminescence, 48 h; cells starved in 0.2% serum; 100% = growth in 10% serum | AID 2380;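 active means compounds whose signal lies at least 3.5 SD above the mean of all wells on their plate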;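 further: 0% = DMSO-treated cells in low-serum medium and 100% = 10% serum control; some compounds called inactive have numbers as strong as hits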
hIAP block: human IAP inhibition. P09923. purified IAP, CDP-Star luminescence, 30 min. inhibition, % at 10 µM. 330,000 tested, 0.12% active. AID 2544;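 active means inhibition reaching a set limit with compound at 10 µM in the primary screen, cut at about 35% in these data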;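 further: plate controls were DMSO wells with enzyme for no effect and no-enzyme buffer wells for full effect; values of inactives mirror those of a sister screen read the other way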
hIAP activ: human IAP activation; P09923; purified human IAP, CDP-Star luminescence, 30 min; hits give high values; 1 = vehicle-only enzyme, 0 = enzyme-free background; 330,000 tested, 0.16% active; AID 2524; activation factor at 10 µM;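 active means activation factor of the enzyme at least 2-fold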; further: the source names both 10 and 20 µM as test concentration; values of inactives mirror those of a sister screen read the other way
APOBEC3A inh: human APOBEC3A DNA deaminase inhibition; P31941; recombinant A3A, FAM/TAMRA ssDNA deamination fluorescence; inhibition, % at 20 µM; 330,000 tested, 0.41% active; AID 493011;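 active means at least 40% inhibition at 20 µM here, with at most 30% in a related deaminase screen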;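 further: plate controls were A3A with DMSO for no effect and wells lacking A3A enzyme for full effect; some results filed as inactive read as strong as hits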
Target sequence (P31941 whole entry, looked up): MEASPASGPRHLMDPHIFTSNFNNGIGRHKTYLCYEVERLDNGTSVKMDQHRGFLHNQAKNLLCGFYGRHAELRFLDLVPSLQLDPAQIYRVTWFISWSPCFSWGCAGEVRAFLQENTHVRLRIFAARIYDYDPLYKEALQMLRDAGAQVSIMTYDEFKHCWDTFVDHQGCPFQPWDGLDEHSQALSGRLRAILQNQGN
mIAP inh: blocks mouse intestinal alkaline phosphatase; 330,000 tested, 0.2% active; inhibition, % at 10 µM; purified mouse IAP, CDP-Star luminescence, 30 min; AID 2806;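 active means inhibition of at least 40% at 10 µM in the primary screen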;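 further: plate controls were DMSO with enzyme for no effect and no enzyme wells for full effect; values of inactives mirror those of a sister screen read the other way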
mIAP activ: increases mouse intestinal alkaline phosphatase activity | muIAP, CDP-Star luminescence, 30 min; hits give high values; 1 = vehicle-only enzyme signal, 0 = enzyme-free wells | activation factor at 10 µM | 330,000 tested, 0.24% active | AID 2805;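 active means activation factor of at least 2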; further: the source names both 10 and 20 µM as test concentration; values of inactives mirror those of a sister screen read the other way
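Assay system: mouse IAP enzyme / Compound: DMSO-dissolved test compounds / Timing: 30 min, room temperature / Measured by: luminescence from enzymatic CDP-Star hydrolysis / Control set: DMSO-only wells, enzyme-free buffer wells as negative control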
APOBEC3G inh: APOBEC3G (human) deaminase inhibition. Q9HC16. recombinant A3G, ssDNA deamination FAM/TAMRA fluorescence. inhibition, % at 20 µM. 330,000 tested, 0.28% active;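 active means inhibition of at least 40% at 20 µM, with no more than 30% in the related APOBEC3A deaminase screen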;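 further: plate controls were DMSO wells with A3G for no effect and wells lacking A3G enzyme for full effect; some compounds called inactive have numbers as strong as hits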
Target sequence (Q9HC16 whole entry, looked up): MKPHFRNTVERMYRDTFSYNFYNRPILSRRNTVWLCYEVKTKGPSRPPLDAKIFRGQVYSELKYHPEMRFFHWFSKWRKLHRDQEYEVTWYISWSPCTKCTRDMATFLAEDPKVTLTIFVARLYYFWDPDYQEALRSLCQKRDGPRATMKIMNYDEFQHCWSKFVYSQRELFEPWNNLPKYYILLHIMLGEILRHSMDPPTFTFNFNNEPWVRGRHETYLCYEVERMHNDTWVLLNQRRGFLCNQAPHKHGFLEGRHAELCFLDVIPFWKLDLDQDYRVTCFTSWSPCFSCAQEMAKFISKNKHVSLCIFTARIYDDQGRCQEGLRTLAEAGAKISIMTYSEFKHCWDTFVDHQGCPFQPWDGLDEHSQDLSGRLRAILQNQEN
SENP1 inh: SENP1 (human) catalytic domain inhibition; Q9P0U3; inhibition, % at 10 µM; AID 624204; recombinant SENP1 catalytic domain, CyPet-SUMO1-YPet FRET cleavage; 360,000 tested, 0.21% active;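 active means inhibition at least 30% at 10 µM, raw YFP signal under a set limit, fluorescence ratio 0.5 to 1.5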;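 further: 0% = enzyme with DMSO and 100% = no enzyme wells; some results filed as inactive read as strong as hits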
Target sequence (Q9P0U3 419-644 limits assumed): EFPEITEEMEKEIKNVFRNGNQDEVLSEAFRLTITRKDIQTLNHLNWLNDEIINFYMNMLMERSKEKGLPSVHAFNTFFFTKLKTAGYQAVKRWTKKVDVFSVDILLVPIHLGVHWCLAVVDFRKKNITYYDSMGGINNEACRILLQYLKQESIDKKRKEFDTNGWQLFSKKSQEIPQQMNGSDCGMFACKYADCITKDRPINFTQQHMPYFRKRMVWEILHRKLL
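Controls: no-enzyme wells low, DMSO-plus-enzyme wells high control. Test system: human recombinant His6-tagged SENP1 catalytic domain enzyme. Reagent: SFCypet-SUMO1-SFYpet FRET protein substrate, 25 nM final. Doses: one dose per compound, 10 µM, 0.5% DMSO. Detection: FRET, CFP and YFP emission. Timing: 50 min reaction at room temperature.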
NLRP3 yeast inh: inhibitors of NALP3 inflammasome in yeast; Yeast reconstituted NLRP3/ASC/caspase-1, beta-gal luminescence, 24 h; 330,000 tested, 0.39% active; inhibition, % at 10 µM; AID 2825;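 active means inhibition of 50% or more; inactive means inhibition below 50%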;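 further: plate controls were induced DMSO wells for no effect and uninduced yeast grown without galactose for full effect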
An asterisk follows results filed as active. A portion of the library; rates above refer to the full screens.

cpd	compound	MIN6 prolif	hIAP block	hIAP activ	APOBEC3A inh	mIAP inh
1	CC(=O)N1CCN(C(=S)NC(=O)c2c(-c3ccccc3Cl)noc2C)CC1	-3	1	0.99	1	0
2	CCC(C)n1c(SCC(=O)Nc2cc(C(C)(C)C)nn2-c2ccccc2)nc2ccccc2c1=O (stereo not given)	-6	-8	1.1	-3	9
3	CC(=O)NC1(c2ccc(F)cc2)CCN(C(=O)Nc2ccc(F)cc2F)CC1	-2	-3	1	1	-2
4	COc1cc(/C=C2\C(=O)N(C)C(=S)N2C)ccc1O	-1	27	0.73	3	16
5	CC1CCN(S(=O)(=O)c2ccc(C(=O)NNC(=O)C3CC3)cc2)CC1	-1	-12	1.1	-5	-3
6	Cn1c(=O)c2c(ncn2CC(=O)OCC(=O)Nc2ccc(F)cc2Cl)n(C)c1=O	-3	-15	1.2	1	-11
7	O=[N+]([O-])c1ccc(N/N=C/c2cccc(O)c2)cc1	-1	12	0.88	1	16
8	CCCNC(=O)COC(=O)c1cc2c(=O)n3ccccc3nc2s1	0	5	0.95	4	-1
9	O=C(COC(=O)C1=Cc2ccccc2OC1)NCc1ccco1	-1	-2	1	2	0
10	CCc1ccc(C(=O)CN2C(=O)NC(C)(c3ccc(C)cc3)C2=O)cc1 (stereo not given)	-4	3	0.97	-4	-2
11	COc1ccc(CN(C(=O)c2nsc(Cl)c2Cl)C(C(=O)NC2CCCCC2)c2ccc(OC)cc2)cc1 (stereo not given)	-4	5	0.95	1	3
12	CN(C(=O)COC(=O)CNC(=O)c1ccc(C(C)(C)C)cc1)c1c(N)n(Cc2ccccc2)c(=O)[nH]c1=O	-1	-16	1.2	-1	-2
13	COc1cc(CC(=O)Nc2ccc(N3CCOCC3)cc2)cc(OC)c1OC	-1	8	0.92	-4	2
14	Cc1cccc(C)c1NC(=O)CN(C)C(=O)C1CC(=O)N(c2cccc3ccccc23)C1 (stereo not given)	-1	-9	1.1	0	-14
15	COc1cccc(-c2nnc(NC(=O)c3cccs3)s2)c1	-4	-2	1	-2	2

cpd	mIAP activ	APOBEC3G inh	SENP1 inh	NLRP3 yeast inh
1	1	-2	0	-2
2	0.91	-3	0	10
3	1	5	-1	16
4	0.84	1	-64	28
5	1	-7	3	-1
6	1.1	11	2	2
7	0.83	4	-18	16
8	1	-4	-160	-2
9	1	-5	0	10
10	1	-9	-1	10
11	0.97	6	1	16
12	1	-5	-3	13
13	0.98	-5	2	7
14	1.1	-3	0	4
15	0.98	-1	-35	10

(next part)
cpd	compound	MIN6 prolif	hIAP block	hIAP activ	APOBEC3A inh	mIAP inh
16	O=C(N/N=C/c1cccnc1)c1cc(-c2ccc(Br)cc2)nc2ccccc12	-4	3	0.97	0	18
17	COc1ccc(-c2ccc(N(C)C)cc2)cc1[C@H]1[C@@H]2C=CCC[C@@]2(C)C(=O)N1Cc1ccccc1	-8	4	0.96	-3	-12
18	Cc1nn(CC2CC2)c(=O)n1-c1cccc(Cl)c1	-3	-15	1.2	-9	-9
19	O=C(COc1ccc(Oc2ccccc2)cc1)NCc1cn2ccccc2n1	-1	-10	1.1	-7	4
20	CCNc1nc(SCC(=O)Nc2ccccc2)nc(N2CCOCC2)n1	5	8	0.92	0	-10
21	CN(C)S(=O)(=O)N1CCN(c2ccc([N+](=O)[O-])cc2)CC1	-3	12	0.89	-4	3
22	COc1ccc(NC(=O)CCNS(=O)(=O)c2ccc3c(c2)CC(C)N3C(=O)C2CC2)cc1 (stereo not given)	1	-2	1	-1	-3
23	CCc1cccc(CC)c1NC(=O)C1SC(=Nc2ccccc2C)C(c2nc3ccccc3s2)=C1N (stereo not given)	-5	-14	1.1	-2	9
24	Cc1ccc(O)c(NC(=O)C2CC(c3ccc(F)cc3)=NO2)c1 (stereo not given)	2	4	0.96	-1	8
25	Cc1ccc(NNC(N)=S)cc1Cl	-6	-12	1.1	-8	17
26	CC(C)[C@@H]1C=C(C(=O)O)O[C@H](OCCCCO)C1	-2	4	0.96	3	2
27	CC(=O)Nc1cccc(NC(=O)CSc2nc(=O)n(CCN3CCOCC3)c3c2CCCC3)c1	-3	-4	1	-1	-11
28	OC(CNC1CCCc2ccccc21)COc1c(Cl)cccc1Cl (stereo not given)	-4	4	0.95	3	4
29	CC/C(O)=C1\C(=O)CC(c2ccccc2)CC1=NCCC(=O)O (stereo not given)	-1	-6	1.1	0	-6
30	CCOc1cc(NC(=O)Nc2ccc(F)cc2)c(OCC)cc1NC(=O)CC	1	-6	1.1	-2	-14

cpd	mIAP activ	APOBEC3G inh	SENP1 inh	NLRP3 yeast inh
16	0.82	-4	-1	13
17	1.1	-9	5	6
18	1.1	-5	2	13
19	0.96	-17	2	12
20	1.1	-4	2	16
21	0.97	-7	1	19
22	1	-5	-1	0
23	0.91	0	-6	16
24	0.92	1	3	6
25	0.83	-5	2	8
26	0.98	-2	-2	0
27	1.1	-1	-3	2
28	0.96	0	2	12
29	1.1	-4	2	15
30	1.1	-10	-16	15

Additional entries follow:
cpd	compound	MIN6 prolif	hIAP block	hIAP activ	APOBEC3A inh	mIAP inh
31	Cc1ccc(SC(C)C(=O)Nc2ncn[nH]2)cc1 (stereo not given)	-4	-139	2.4*	0	-16
32	O=C(CN1CCN(c2ncccn2)CC1)NCc1ccc2c(c1)OCO2	-1	-8	1.1	4	-6
33	COc1ccc(OC)c(S(=O)(=O)Nc2ccc(-c3ccc4nncn4n3)cc2)c1	-5	-2	1	-2	2
34	CCOC(=O)[C@@H]1[C@H]2COc3ccc(Br)cc3[C@@H]2N2C(=O)N(c3ccc(Br)cc3)C(=O)[C@@]12C	-4	8	0.92	-6	8
35	COC(=O)Cc1nc(NC(=O)c2cccs2)sc1C	0	7	0.93	-5	4
36	CC(C)(C)NS(=O)(=O)c1ccc(OCC(=O)NCC2CCCO2)cc1 (stereo not given)	-1	-6	1.1	3	3
37	NS(=O)(=O)c1ccc(CCNCc2cccs2)cc1	-2	-6	1.1	1	-4
38	O=C1CC(=O)N(CCc2ccccc2)C(=O)N1CCc1ccccc1	-4	-3	1	1	1
39	Cc1ccc(C(=O)/C=C/c2cc(C#N)n(C)c2C)cc1	0	19	0.81	3	5
40	O=C(NCCCN1CCOCC1)C1COc2ccccc2O1 (stereo not given)	-3	0	1	-1	-3
41	CCc1nn(CCCC(=O)N2CCc3ccccc3C2)c(=O)c2cc3occc3n12	1	1	0.99	-5	6
42	O=C(c1ccc(CSc2ccc(Cl)cc2)cc1)N1CCCC1	-5	12	0.88	0	6
43	NNC(=O)c1ccc(COc2cccc3ccccc23)o1	-2	-23	1.2	0	-13
44	CC(C)(C)n1nnnc1CN1CCC(NC(=O)NC2CCCCC2)CC1	-4	20	0.8	-1	0
45	CCOc1ccc(S(=O)(=O)N2CCC(C(=O)NCc3ccncc3)CC2)cc1Cl	0	-8	1.1	-2	-4

cpd	mIAP activ	APOBEC3G inh	SENP1 inh	NLRP3 yeast inh
31	1.2	-9	2	3
32	1.1	-6	-5	7
33	0.98	-3	3	8
34	0.93	-9	1	7
35	0.96	-9	1	22
36	0.97	-5	0	16
37	1	1	1	0
38	0.99	1	-3	6
39	0.95	2	-55	37
40	1	-4	0	6
41	0.94	-10	-6	0
42	0.94	0	2	22
43	1.1	-2	-2	34
44	1	-3	-1	-7
45	1	-6	2	10

(list continues)
cpd	compound	MIN6 prolif	hIAP block	hIAP activ	APOBEC3A inh	mIAP inh
46	CC(C)CCNC(=O)CCc1nnc(Cc2c[nH]c3ccccc23)o1	0	9	0.91	-2	10
47	COc1ccc(CN2CCOCCOCCOCCOCCOCC2)cc1	2	5	0.95	-2	6
48	CN(C)S(=O)(=O)c1ccc(N2CCCC2)c(C(=O)Nc2ccccc2Br)c1	1	-4	1	20	2
49	CCOC(=O)/C(=N\Nc1ccccc1[N+](=O)[O-])c1csc(N)n1	-1	8	0.92	-1	-1
50	Cn1c(=O)c2c(nc(NCCc3ccccc3)n2Cc2ccccc2)n(C)c1=O	-4	9	0.91	-5	-16
51	C=CCc1ccc(OCc2ccc(C(=O)OC)o2)c(OC)c1	-5	-25	1.3	-5	-1
52	CCOC(=O)C[C@H]1c2cc(C(F)(F)F)ccc2S(=O)(=O)N1Cc1ccccc1	1	-6	1.1	-2	7
53	CCOC(=O)c1[nH]c2ccc(C)cc2c1N=CN(CC)CC	-1	-5	1	0	-3

cpd	mIAP activ	APOBEC3G inh	SENP1 inh	NLRP3 yeast inh
46	0.9	-2	-1	15
47	0.94	-9	-1	6
48	0.98	1	3	10
49	1	-2	7	27
50	1.2	0	1	11
51	1	1	1	35
52	0.93	-16	-1	6
53	1	-3	-6	10

Compound activity: PubChem BioAssay, Sanford-Burnham Center for Chemical Genomics
